CHT allo act: CHT positive allosteric modulators, primary screen, cell-based, membrane potential dye, choline EC20; CHT-expressing cells; hits give high values; LV-AA mutant CHT in HEK293 cells; High affinity choline transporter 1 (Homo sapiens), Q9GZV3; B-score at 10 µM; 310,000 tested, 0.49% active; AID 488977, 2010;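 active = initial fluorescence not abnormally high and integrated response B-score, plate-corrected, over 3 SD above library mean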
Target sequence (Q9GZV3 whole entry, looked up): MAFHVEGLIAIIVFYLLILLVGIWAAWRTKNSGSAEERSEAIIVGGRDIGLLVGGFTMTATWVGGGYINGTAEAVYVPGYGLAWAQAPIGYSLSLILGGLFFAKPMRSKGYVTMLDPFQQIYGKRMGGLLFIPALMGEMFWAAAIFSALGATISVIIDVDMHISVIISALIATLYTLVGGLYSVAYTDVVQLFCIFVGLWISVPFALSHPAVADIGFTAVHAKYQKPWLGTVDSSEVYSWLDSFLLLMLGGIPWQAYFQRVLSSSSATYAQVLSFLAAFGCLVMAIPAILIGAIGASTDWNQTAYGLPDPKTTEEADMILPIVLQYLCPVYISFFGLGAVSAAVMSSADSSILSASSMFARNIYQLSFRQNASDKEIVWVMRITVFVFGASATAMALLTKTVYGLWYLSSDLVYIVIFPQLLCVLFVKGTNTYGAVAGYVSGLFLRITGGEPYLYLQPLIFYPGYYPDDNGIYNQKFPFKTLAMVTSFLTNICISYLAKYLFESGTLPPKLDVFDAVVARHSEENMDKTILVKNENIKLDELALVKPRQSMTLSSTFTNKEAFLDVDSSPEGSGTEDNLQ
OX1R antagonist: OX1R (HCRTR1) antagonists, primary screen, fluorescence, CHO/OX1R cells, Fluo-8 calcium, orexin A. Orexin/Hypocretin receptor type 1 (Homo sapiens), O43613. inhibition, % at 5 µM. Fluo-8 calcium fluorescence. 330,000 tested, 0.43% active;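 active = inhibition above its plate's threshold, mean inhibition of all tested compounds on the plate plus 3 SD, cut at about 37% in these data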;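 also: 0% = orexin A challenge wells and 100% = SB-334867-A antagonist wells; not every result past the cut was called active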
Target sequence (O43613 whole entry, looked up): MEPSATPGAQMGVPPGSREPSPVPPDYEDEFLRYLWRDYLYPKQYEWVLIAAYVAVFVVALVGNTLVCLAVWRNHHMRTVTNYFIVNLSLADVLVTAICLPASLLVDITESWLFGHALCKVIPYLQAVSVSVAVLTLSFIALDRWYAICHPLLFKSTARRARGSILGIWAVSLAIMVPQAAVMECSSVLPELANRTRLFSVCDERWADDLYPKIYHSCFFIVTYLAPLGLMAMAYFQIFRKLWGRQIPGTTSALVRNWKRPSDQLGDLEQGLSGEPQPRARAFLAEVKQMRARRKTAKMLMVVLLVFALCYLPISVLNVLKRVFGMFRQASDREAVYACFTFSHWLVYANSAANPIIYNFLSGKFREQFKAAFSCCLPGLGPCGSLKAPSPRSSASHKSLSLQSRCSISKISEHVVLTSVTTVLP
Active calls of the source: *; i = inactive; nt = not tested or not shown.

A first look, seven compounds:
| mol | CHT allo act | OX1R antagonist |
| --- | --- | --- |
| O=C1NC(=S)N/C1=C\c1cccc([N+](=O)[O-])c1 | i | 11 |
| COC(=O)N/N=C(\C)c1cccs1 | i | -10 |
| COc1ccc(CCN(C)C(=O)CN2C(=O)NC3(CCCCCC3)C2=O)cc1OC | nt | -23 |
| CCn1c(SCC(=O)Nc2sc3c(c2C#N)CCCC3)nnc1-c1ccncc1 | i | -20 |
| O=C(CN1CCOCC1)N/N=C/C=C/c1ccccc1 | i | -5 |
| Cc1ccc(NC(=O)NC(=O)CSc2nnc(-c3ccc(OC(F)F)cc3)n2N)c(C)c1 | i | -19 |
| CCCn1ncc(C(=O)NC2CCCN(Cc3ccc(Cl)cc3)C2)c1C (stereo not drawn) | i | -18 |

Results, from the first entry:
| mol | CHT allo act | OX1R antagonist |
| --- | --- | --- |
| O=C1NC(=S)N/C1=C\c1cccc([N+](=O)[O-])c1 | i | 11 |
| COC(=O)N/N=C(\C)c1cccs1 | i | -10 |
| COc1ccc(CCN(C)C(=O)CN2C(=O)NC3(CCCCCC3)C2=O)cc1OC | nt | -23 |
| CCn1c(SCC(=O)Nc2sc3c(c2C#N)CCCC3)nnc1-c1ccncc1 | i | -20 |
| O=C(CN1CCOCC1)N/N=C/C=C/c1ccccc1 | i | -5 |
| Cc1ccc(NC(=O)NC(=O)CSc2nnc(-c3ccc(OC(F)F)cc3)n2N)c(C)c1 | i | -19 |
| CCCn1ncc(C(=O)NC2CCCN(Cc3ccc(Cl)cc3)C2)c1C (stereo not drawn) | i | -18 |
| CC(C)c1ccc(NC(=S)NNc2ccc(Cl)c(C(=O)O)c2)cc1 | i | -7 |
| CCOc1ccc(C(=O)N2CCCN(C(=O)c3ccc(OCC)cc3)CC2)cc1 | i | -32 |
| Cc1cccc(N2CCN(C(=O)CCc3nc4ccccc4[nH]3)CC2C)c1 (stereo not drawn) | i | -40 |
| CCc1nnc(NC(=O)c2ccc(OC)c(S(=O)(=O)N3CCCC3)c2)s1 | nt | -22 |
| Cc1cc(Cl)nc(NC(=O)Nc2cccc(Cl)c2)n1 | i | 4 |
| CSc1nsc2nc(=O)c(/C=C3\C(C)=Nc4ccc(C)cc43)c(N)n12 | i | -14 |
| COc1ccc(CNC(=O)Nc2cccc(Cl)c2)cc1 | i | nt |
| CC(C)(C)NC(=O)CSc1nsc(SCC(=O)NC(C)(C)C)c1C#N | i | 8 |
| COc1ccc(C2(CNC(=O)c3ccco3)CCOCC2)cc1 | i | -22 |
| CN(C(=O)COC(=O)c1ccc(C(C)(C)C)cc1)C1CCS(=O)(=O)C1 (stereo not drawn) | i | -9 |
| CCCCC(=O)Nc1cc(NC(=O)CC)ccc1Cl | i | -18 |
| CC(C)(C)OC(=O)N1CCC(Cc2cc(-c3cccc(Br)c3)no2)(C(=O)O)CC1 | i | -8 |
| Cc1cc(C)cc(N/C(N)=N/c2nc(C)cc(C)n2)c1 | i | 20 |

Single records, as listed above:
COc1ccc(CNC(=O)Nc2cccc(Cl)c2)cc1 as listed: CHT allo act: i; OX1R antagonist: nt
CC(C)(C)NC(=O)CSc1nsc(SCC(=O)NC(C)(C)C)c1C#N as listed: CHT allo act: i; OX1R antagonist: 8

Next results
| mol | CHT allo act | OX1R antagonist |
| --- | --- | --- |
| CCn1cc(CN2CCC(C(=O)Nc3ccc(Oc4cccnc4)cc3)CC2)c(C)n1 | i | -15 |
| COc1ccc2cc(-c3[nH]ncc3CN3CCCC3c3nonc3C)ccc2c1 (stereo not drawn) | i | -32 |
| CCN(CC)C(=O)CSc1nnc(-c2cnccn2)n1-c1ccc(C)cc1 | i | -17 |
| COc1ccc(CC(=O)Nc2cccc(-c3csc(C)n3)c2)cc1 | i | -28 |
| COC(=O)c1ccc(C(=O)OC)c(NC(=S)N2CC(C)CC(C)C2)c1 (stereo not drawn) | i | -23 |
| COc1cccc(C2C(=O)N(C3CCCCC3)CC(=O)N2Cc2ccc(F)cc2)c1 (stereo not drawn) | i | -26 |
| O=C(NCCC(=O)N1CCCC(C(F)(F)F)C1)c1ccc(Br)cc1 (stereo not drawn) | i | -19 |
| COCc1cc(=O)[nH]c2cc(NC(=O)c3cccc(OC)c3)c(C)cc12 | i | -12 |
| Cc1ccc(N(CCC#N)C(=O)COC(=O)c2ccccn2)cc1 | i | 7 |
| CC(C)[C@H](NC(=O)c1ccccc1)C(=O)OCC(=O)NCc1ccc2c(c1)OCO2 | nt | -23 |
| N#Cc1c(N)c(C(=O)c2ccc(Br)cc2)n2c1CCC2 | i | 2 |
| COc1cccc(N=CC2=C(O)CC(C)(C)CC2=O)c1 | i | -22 |
| Cc1cc(/C=C2\SC(=S)NC2=O)c(C)[nH]1 | i | -23 |
| CCCCN(C)S(=O)(=O)c1cc(Br)cc2c1N(C(=O)C1CC1)CC2 | i | -22 |
| CC1CCCCN1C(=O)CSc1nc(N)nc(N)n1 (stereo not drawn) | i | -10 |
| COc1ccccc1CC(Cc1nc2ccccc2[nH]1)c1nc2ccccc2[nH]1 (stereo not drawn) | i | -17 |
| CCN(CC)C(=O)C(C(=O)c1cccc([N+](=O)[O-])c1)n1cc(Cl)ccc1=O (stereo not drawn) | i | -18 |
| c1ccc(-c2nc3ccccc3nc2-c2ccccn2)nc1 | i | -22 |
| Cc1cc(C)n(-c2nc(-n3nc(C)cc3C)c3c4c(sc3n2)COC(C)(C)C4)n1 | i | -21 |
| COC1(OC)N=C(N)C2(C#N)C(c3ccc4c(c3)OCO4)C12C#N (stereo not drawn) | i | -14 |

The results go on.
| mol | CHT allo act | OX1R antagonist |
| --- | --- | --- |
| CCOC(=O)c1sc(NC(=O)C(CC)Sc2nnc3c4ccccc4n(CC)c3n2)nc1C (stereo not drawn) | i | -23 |
| O=C(NCc1cccnc1)C1CCCN(Cc2cnn(-c3ccccc3)c2-n2cccc2)C1 (stereo not drawn) | i | -35 |
| O=C(NCc1ccco1)C1CCCN(S(=O)(=O)c2ccc(Cl)cc2)C1 (stereo not drawn) | i | -13 |
| Brc1ccc(-c2nc(-c3ccncc3)no2)o1 | i | -26 |
| O=C(O)C1=C(C(=O)Nc2ccc(F)c(Cl)c2)CCCC1 | i | -29 |
| CCOc1ccc(CCNC(=O)c2ccc3c(c2)NC(=O)C2CCCN32)cc1OCC (stereo not drawn) | i | -21 |
| COc1ccccc1CCn1c(N)cc(=O)[nH]c1=O | i | -18 |
| CNC(=O)C(=O)NCC1OCCN1S(=O)(=O)c1ccc(C)cc1 (stereo not drawn) | i | -8 |
| COc1ccc(C2C3=C(CC(c4ccco4)CC3=O)Nc3ccccc3N2C(C)=O)cc1 (stereo not drawn) | i | -15 |
| CC1CCc2onc(C(=O)O)c2C1 (stereo not drawn) | i | -2 |
| CCCc1cc(=O)oc2c3c(cc(OCC(=O)N[C@@H](CSC)C(=O)O)c12)OC(C)(C)CC3 | i | nt |
| COc1ccc(C2CC(=O)Oc3cc(O)ccc32)cc1 (stereo not drawn) | nt | 23 |
| O=C(N/N=C/c1ccccn1)c1cc(-c2ccccc2)nc2ccccc12 | i | 12 |
| CCOc1ccc2nc(/N=C/c3c(C)[nH]n(-c4ccccc4)c3=O)sc2c1 | i | 10 |
| CCOc1cc(C2C(C(C)=O)=C(C)Nc3ncnn32)ccc1O (stereo not drawn) | i | -14 |
| CC(C)n1nnnc1SCC(=O)N1CCOCC1 | i | -13 |
| O=C(Nc1ccccc1)c1nc[nH]c1C(=O)NCCNC(=O)c1[nH]cnc1C(=O)Nc1ccccc1 | nt | 39 |
| COc1ccc(-n2nc([N+](=O)[O-])c(=NCc3cccnc3)n2O)cc1 | i | -3 |
| OC1CNCc2cc3c(cc21)OCCO3 (stereo not drawn) | i | -1 |
| O=C(COC(=O)CSc1cccc2cccc(Cl)c12)Nc1ncc(C(F)(F)F)cc1Cl | i | 11 |

Following part
| mol | CHT allo act | OX1R antagonist |
| --- | --- | --- |
| COc1cc2ccccc2cc1C(=O)N(CCN(C)C)c1nc2c(C)cccc2s1 | i | -17 |
| COc1cc(C2Nc3ccccc3C(=O)N2c2ccc3c(c2)OCCO3)ccc1OCC(C)C (stereo not drawn) | i | -11 |
| CCOc1cc2[nH]c(=O)n(Cc3ccc(C(=O)NCCOC)cc3)c(=O)c2cc1OCC | i | -1 |
| O=C(NCCN1CCN(Cc2ccc([N+](=O)[O-])cc2)CC1)C(=O)Nc1ccccc1 | i | -6 |
| CC1CCCCN1S(=O)(=O)c1ccccc1[N+](=O)[O-] (stereo not drawn) | i | -10 |
| COc1ccc(N=CC2=C(O)c3ccccc3C2=O)cc1 | i | -27 |
| Cc1cc(C)c2nc(-c3ccccn3)cc(C(=O)Nn3cnnc3)c2c1 | i | -1 |
| CCOc1ccc(S(=O)(=O)n2nnc3ccccc32)cc1C(C)C | i | -11 |
| CCOc1ccc(-c2nnc3ccc(SCC(=O)NCc4ccco4)nn23)cc1 | i | -29 |
| Cc1ccc(O)c(O)c1 | i | -4 |
| COCCNC(=O)/C(C#N)=C/c1ccc(OCC(=O)NC2CCCCC2)cc1 | i | -3 |
| Cc1ccccc1C(=O)O/N=C(\c1ccccc1)c1ccccn1 | i | -22 |
| Cc1c(C(=O)NCc2ccccn2)oc2ccc(Br)cc12 | i | -25 |
| Cc1c(CCO)c(=O)n(-c2ccccc2)n1S(=O)(=O)c1ccc(Cl)cc1 | i | -11 |
| CCOC(=O)C1CCN(c2ncnc3c2oc2ccc(Cl)cc23)CC1 | i | -26 |
| O=C(NNc1cccc(Cl)n1)Nc1ccc(Cl)cc1 | i | -31 |
| Cc1ccc(CNC(=O)CN(c2cccc([N+](=O)[O-])c2)S(C)(=O)=O)cc1 | i | -13 |
| Cc1nn(-c2cc(N3CCCCC3)ccc2[N+](=O)[O-])c(=O)c2ccccc12 | i | -29 |
| CCn1nc(C(=O)Nc2cccc3ccccc23)c(Cl)c1Cl | i | 35 |
| O=C1NC(Cc2ccccc2)c2nc3ccc(F)cc3c(=O)n2-c2cc(Cl)ccc21 (stereo not drawn) | nt | -21 |

Remaining list, next part:
| mol | CHT allo act | OX1R antagonist |
| --- | --- | --- |
| CC1=C(OC(=O)c2ccc(Br)cc2)C(C)(C)C(c2ccccc2)OC1=O (stereo not drawn) | i | -7 |
| COc1ccccc1CNC(=O)N/C=C/c1ccc(Cl)cc1 | i | -28 |
| Cc1ccc(NC(=O)Nc2cccnc2)cc1Cl | i | nt |
| O=C(c1ccc2nc[nH]c2c1)N1CCc2ccccc2C1 | i | -13 |
| CCc1cccc(CC)c1NC(=S)NCCc1c(C)[nH]c2ccc(C)cc12 | i | -16 |
| COc1ccc(N2C(=O)CCC(C(=O)Nc3cccc(C)n3)C2c2ccc(OC)c(OC)c2)cc1 (stereo not drawn) | i | -28 |
| COc1cccc(NC(=O)CN(c2ccc3c(c2)OCO3)S(C)(=O)=O)c1 | i | -13 |
| CC(C)(C)OC(=O)N1CCCN(C(=O)Nc2ccc(C(F)(F)F)cc2)CC1 | i | -18 |
| COCCCNC(=O)Cn1cc(/C=C(\C#N)C(=O)N2CCN(c3ccccc3)CC2)c2ccccc21 | i | -24 |
| Cn1c(=O)cc(OCCCC(=O)Nc2ccc3c(c2)OCCO3)c2ccccc21 | i | -4 |
| O=C(O)CCc1nnc(SCC(=O)Nc2ccc(Cl)c(C(F)(F)F)c2)[nH]c1=O | i | -19 |
| Cc1cc(=O)oc2cc3c(cc12)OCCN3 | i | -12 |
| CCN(CC)S(=O)(=O)c1ccc(OC)nc1 | i | -25 |
| O=C(O)c1cc(S(=O)(=O)NCCCN2CCCC2=O)ccc1Cl | nt | 7 |
| CCOc1ccc(CCNC(=O)CS(=O)Cc2nc(-c3ccc(OC)cc3)oc2C)cc1OCC (stereo not drawn) | i | 3 |
| COc1ccc(NC(=S)N2CCN(C/C=C/c3ccccc3)CC2)cc1OC | i | -23 |
| Cc1ccc(S(=O)(=O)N2CCCCC2)cc1 | i | 6 |
| CCCNC(=O)OC[C@H]1O[C@H](CCO/N=C(\C)CCN2CCc3nc(-c4ccccc4)c(-c4ccccc4)cc3C2)C=C[C@@H]1Oc1ccc(OC)cc1 | i | -35 |
| O=C(NCCS(=O)(=O)N1CCN(c2ccc(F)cc2)CC1)c1ccc2c(c1)OCO2 | i | -9 |
| Cc1cccc(C)c1NC(=O)CN1CCNCC1 | i | 0 |

Next section:
| mol | CHT allo act | OX1R antagonist |
| --- | --- | --- |
| CNC(=O)n1ccc(C(=O)N2CCCCC2)n1 | i | -5 |
| C[C@H](N)C(=O)N1CCC(C(=O)N[C@@H](Cc2ccccc2)C(=O)Nc2ccc(F)cc2)CC1 | i | 6 |
| O=C1NC(=Nc2ccccc2)S/C1=C\c1cccn1-c1ccccc1 | i | 17 |
| Cc1ccc(NC(=O)Nc2ccccc2C(N)=O)cc1 | i | 10 |
| Nc1nc(C(c2ccccc2)c2ccccc2)cs1 | i | -2 |
| COC(=O)C/C(C)=N/Nc1ccc(S(=O)(=O)N2CCCC2)cc1[N+](=O)[O-] | i | -10 |
| COCCN(C(=O)CC1C(=O)NCCN1Cc1ccc(-c2ccccc2)cc1)C(C)C (stereo not drawn) | i | -34 |
| COc1ccc(CCNc2oc(COc3ccccc3Cl)nc2C#N)cc1OC | i | -8 |
| COc1ccc(CCN(Cc2cccs2)S(=O)(=O)c2ccc(S(=O)(=O)N3CCC(C)CC3)cc2)cc1OC | i | 3 |
| O=C(O)c1nc(NCCc2ccccc2)ncc1Cl | i | -1 |
| C=CCC[C@H](Cc1ccc(F)cc1)C(=O)OC[C@@H](NC(=O)[C@@H](CC=C)CC(=O)N[C@H](CO)Cc1ccccc1)C(C)(C)C | nt | 42 |
| O=C(Nc1ccc(N2CCOCC2)cc1)c1ccc2ncsc2c1 | nt | -1 |
| CC1CCCC(NC(=O)CCNC(=O)c2ccccc2Cl)C1C (stereo not drawn) | i | -23 |
| COc1cc(-c2noc(C)c2/C=C/c2ccc(N)cc2)cc(OC)c1OC | 10* | -22 |

Source: PubChem BioAssay
